Screens deposited in PubChem BioAssay by National Center for Advancing Translational Sciences (NCATS).
Pf growth 96h: P. falciparum growth inhibition at 96 hour, primary screen for plastid delayed-death inhibitors. P. falciparum luciferase reporter growth, 96 h. Potency, µM (titrated, usually from 28.7 µM), for inactives: at the top dose activity change, negative = inhibition, actives largely listed as inhibitors. 320,000 tested, 6.9% active. AID 504834; also: potency is read from the fitted curve at half-maximal effect; % is scaled to controls: 0 for no effect and ±100 for the full control effect
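P. falciparum expressing integrated firefly luciferase, in erythrocytes at 2% hematocrit, 0.05% parasitemia, incubated with compounds 96 h at 37 C, 5% CO2. Growth inhibition read as loss of luminescence; two-generation exposure targets delayed-death apicoplast inhibitors.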
AMA1 RON2 block: inhibitors of Plasmodium falciparum AMA1-RON2 interaction | AlphaScreen AMA1-biotinylated RON2 peptide binding | Potency, µM (top dose mostly 58.2 µM), without a hit: at the top dose activity change, negative = inhibition, most hits filed as inhibitors | 360,000 tested, 0.2% active | AID 720542;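 also: potency is read from the fitted curve at half-maximal effect; 0% = vehicle wells and -100% = peptide control; nearly all actives have a fitted effect of over 45% in size; some results filed as inactive show a strong effect at the top dose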
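AMA1 (3D7) with his tag at 25 nM final met compounds first, then biotinylated RON2 peptide at 25 nM; detection used donor plus acceptor beads, 10 µg/mL apiece, read by AlphaScreen after 30 min at room temperature.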
LmPK inh: LmPK (Leishmania mexicana) enzyme inhibition. Q27686. 290,000 tested, 0.37% active. Potency, µM (titrated, usually from 57.5 µM), for inactives: at the highest dose activity change, negative = inhibition, most hits filed as inhibitors. purified LmPK, Kinase-Glo ATP luminescence, 1 h; also: potency is read from the fitted curve at half-maximal effect; % is scaled to controls: 0 for no effect and ±100 for the full control effect
Target sequence (Q27686 whole entry, looked up): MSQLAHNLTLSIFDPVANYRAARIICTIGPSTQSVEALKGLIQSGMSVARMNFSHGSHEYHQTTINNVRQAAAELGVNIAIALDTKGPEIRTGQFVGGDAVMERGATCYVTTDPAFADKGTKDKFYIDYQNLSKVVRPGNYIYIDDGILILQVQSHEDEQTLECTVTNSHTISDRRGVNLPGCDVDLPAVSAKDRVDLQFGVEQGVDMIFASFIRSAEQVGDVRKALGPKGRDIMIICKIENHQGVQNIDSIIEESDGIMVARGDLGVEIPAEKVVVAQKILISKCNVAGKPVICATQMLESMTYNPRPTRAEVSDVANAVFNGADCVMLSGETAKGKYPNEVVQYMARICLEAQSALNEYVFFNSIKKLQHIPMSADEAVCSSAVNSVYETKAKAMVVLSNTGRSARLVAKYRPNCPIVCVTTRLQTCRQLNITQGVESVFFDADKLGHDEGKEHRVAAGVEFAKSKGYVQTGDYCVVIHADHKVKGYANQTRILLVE
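0.1 nM LmPK, 0.5 mM PEP, 0.1 mM ADP; 50 mM imidazole pH 7.2, 7 mM MgCl2, 50 mM KCl; 1 h RT. Kinase-Glo luminescence readout, normalized to no-enzyme (full inhibition) and uninhibited wells.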
Tb PYK inh: T. brucei pyruvate kinase inhibition; TbPYK enzyme, Kinase-Glo Plus ATP luminescence, 45 min; Potency, µM (series often up to 76.8 µM), for the others: at the top dose activity, negative = inhibition, actives largely listed as inhibitors; 410,000 tested, 0.12% active; also: potency is read from the fitted curve at half-maximal effect; % is scaled to controls: 0 for no effect and ±100 for the full control effect; nearly all actives have a fitted effect of over 50% in size
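Readout: single end-point luminescence (Kinase-Glo Plus, 10 min). Reaction conditions were TbPYK/substrate plus 130 uM ADP, 45 min at RT, pH 7.2 TEA buffer. No-enzyme wells served as controls, and data were normalized before concentration-response fitting.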
CHX counter: counter-screen for Shiga toxin inhibitors: cycloheximide protein synthesis inhibition. cell reporter, cycloheximide protein synthesis inhibition counterscreen. max response, %. 300,000 tested, 12% active. AID 2314; in the data active = max response mostly above about 13%, no sharp cut-off; inactive = mostly below about 14%; also: read at 38.3 µM for the half of the compounds with a filed dose; 0% is about no effect
Pf growth 48h: inhibits P. falciparum growth in the first generation, 48 h; 310,000 tested, 5.9% active; Potency, µM (top dose mostly 28.7 µM), without a hit: at the highest dose activity change, negative = inhibition, actives largely listed as inhibitors; P. falciparum luciferase growth in erythrocytes, 48 h; AID 504832; also: potency is read from the fitted curve at half-maximal effect; % is scaled to controls: 0 for no effect and ±100 for the full control effect
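Luminescence readout; reporter = integrated firefly luciferase in P. falciparum. RBC culture at 2% hematocrit, 0.1% parasitemia final, 37 C/5% CO2; decreased signal taken as growth inhibition.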
Shiga toxin inh: blocks Shiga toxin action in Vero cells; Vero cells, Shiga toxin protein synthesis inhibition reporter; inhibition, % at 38.7 µM; 290,000 tested, 9.2% active; AID 2315; in the data active = inhibition mostly above about 28%, no sharp cut-off; inactive = mostly below about 43%; also: 0% is about no effect
Starred values were filed as active, the others as inactive; ? = inconclusive; . = no result given; & = joins results of further samples; [ ] = remark or other dose. Unless noted, calls follow the shape of the dose curve; as a rule, active = well fitted curve in the direction sought with a large enough effect; inconclusive = small, poorly fitted or top-dose-only effect, or another doubt; inactive = no such curve, though single readings can be large; an effect the other way counts as inactive or inconclusive. Rows were taken by chance (roughly 21% active in at least one column).

SMILES	Pf growth 96h	AMA1 RON2 block	LmPK inh	Tb PYK inh	CHX counter	Pf growth 48h	Shiga toxin inh
Cc1nc(C)c(C(=O)C2=C(O)C(=O)N(CCN3CCOCC3)C2c2cccnc2)s1 (centres undefined)	2%	7%	0%	-7%	9	-5%	-5
Cc1cc(C)n(-c2cc(=O)n(C)c(=O)n2C)n1	14%	-4%	1%	-4%	-8	10%	-15
O=[N+]([O-])c1ccc(N2CCNCC2)c(S(=O)(=O)N2CCOCC2)c1	?	-3%[2.32 µM]	1%	-5%	-1	7%	-8
COc1cc(CN(C)CCc2ccccn2)cc(OC)c1OC	?	-7%	-3%	-20%	-3	4%	5
Brc1ccccc1-c1nnc(COc2cccc3cccnc23)o1	.	55%[activator]	1%	-3%	14	-16%	34
Cc1noc(C)c1C(=O)OCC(=O)NCc1ccccc1	89%[activator]	3%	.	-1%	.	0%	.
Cc1cccc2cc(C3CC(c4ccco4)=NN3C(=O)CCC(=O)O)c(Cl)nc12 (centres undefined)	10%	1%	-5%	-3%	-2	1%	-4
Cc1cc(OCc2cc(C(=O)N(C)Cc3ccccn3)no2)cc(C)c1Cl	34%[activator]	23%	2%	0%	92*	6%	106*
CC(=O)O[C@H](CC(=O)O)C[N+](C)(C)C	-1%	-1%	.	2%	.	-11%	.
CCC(C)(C)n1nnnc1C(c1ccc2ncccc2c1)N1CCN2CCCC2C1 (centres undefined)	142%[activator]	-10%	2%	2%	-4	10µM*	-5
O=C(NCc1ccccc1)C1=C[C@@H](c2ccc(C(F)(F)F)cc2)C[C@@H](OCc2ccc(CO)cc2)O1	4.7µM*	12%	2%	3%	6	?	-13
O=C1/C(=C/c2ccc(N3CCCC3)cc2)NC(=S)N1C1CC1	-76%	-2%	-1%	-19%	19	.	24
CC(C)C(C)NC(=O)COc1ccc([N+](=O)[O-])cc1Cl (centres undefined)	71%[activator]	12%	0%	1%	7	-6%	15
COc1ccccc1NC(=O)CSc1nnc(C2CCCCC2)n1-c1ccccc1	?	-1%	11%	0%	-2	?	-2
S=C(NCCc1ccccn1)NC1CCCCC1	0%	29%	-1%	-7%	42*	53%[activator]	27*
CC(C)(CNC(=O)Cc1ccc(NS(=O)(=O)c2cccc(C(F)(F)F)c2)cc1)N1CCOCC1	?	15%	.	8%	.	?	.
COCCN(C(=O)CCC(=O)Nc1cc(C)on1)C(C(=O)NC1CCCC1)c1ccccc1F (centres undefined)	-4%	34%[activator]	5%	2%	-2	0%	-8
O=C(N1CCCCC1)N1CCN(c2ccc(Cl)cc2)CC1	?	5%	7%	-2%	1	13%	-2
Cc1ccc(N(CCC#N)C(=O)COC(=O)c2ccccn2)cc1	39%[activator]	19%	5%	2%	-2	-7%	-2
Cc1cc(C)c(NC(=O)COC(=O)CCn2c(C)csc2=O)c(C)c1	76%[activator]	-19%	.	-10%	.	27%	.
O=C(Nc1ccc(S(=O)(=O)Nc2cnc3ccccc3n2)cc1)c1ccccc1Br	31%[activator]	3%	10%	3%	-4	11%	-7
COc1ccc2c(c1)Cc1sc(NC(C)=O)nc1-2	-10%	18%	-30%	?	40*	90%[activator]	72*
CCCNC(=O)Cn1cnc2sc(C(=O)NCCCN3CCOCC3)c(C)c2c1=O	?	-10%	-7%	-3%	-11	12%	-13
COc1ccc(C(=O)NCC(=O)OCc2ccc(F)cc2Cl)cc1OC	0%	16%	3%	-4%	-3	-2%	6
CC/C(=N\NC(=S)Nc1cc(C)ccc1C)c1ccc(OC(F)F)cc1	?	31%[activator]	-2%	-15%	1	?	-6

Reformatted in markdown: 4 of the compounds above.
| structure | Pf growth 96h | AMA1 RON2 block | LmPK inh | Tb PYK inh | CHX counter | Pf growth 48h | Shiga toxin inh |
| --- | --- | --- | --- | --- | --- | --- | --- |
| O=C(NCc1ccccc1)C1=C[C@@H](c2ccc(C(F)(F)F)cc2)C[C@@H](OCc2ccc(CO)cc2)O1 | 4.7µM* | 12% | 2% | 3% | 6 | ? | -13 |
| O=C1/C(=C/c2ccc(N3CCCC3)cc2)NC(=S)N1C1CC1 | -76% | -2% | -1% | -19% | 19 | . | 24 |
| CC(C)C(C)NC(=O)COc1ccc([N+](=O)[O-])cc1Cl (centres undefined) | 71%[activator] | 12% | 0% | 1% | 7 | -6% | 15 |
| COc1ccccc1NC(=O)CSc1nnc(C2CCCCC2)n1-c1ccccc1 | ? | -1% | 11% | 0% | -2 | ? | -2 |

Continued.
SMILES	Pf growth 96h	AMA1 RON2 block	LmPK inh	Tb PYK inh	CHX counter	Pf growth 48h	Shiga toxin inh
COc1cccc(CN2CCNC(=O)C2CC(=O)NCCCC2CCCC2)c1OC (centres undefined)	66%[activator]	1%	1%	1%	6	0%	19
COC(=O)COc1ccc(/C=C2\SC(=O)N(CC(=O)Nc3ccccc3F)C2=O)cc1	-3%	-8%	1%	-3%	-3	56%[activator]	.
O=C(CCN1C(=O)S/C(=C\C=C\c2ccccc2)C1=O)Nc1ccc(O)cc1	58%[activator]	-5%	7%	0%	32*	66%[activator]	52*
O=C(Cc1cccs1)NNC(=O)C12CC3CC(CC(C3)C1)C2	-2%	6%	-6%	-2%	-3	10µM*	34
Cc1ccc(/C(COc2ccccc2O)=N\O)cc1	3%	-9%	4%	-4%	13	-12%	22
CN(C(=S)NC1=CCS(=O)(=O)C1)C1CCCCC1	.	9%	1%	-19%	10	28%	-16
O=C1C(=O)N(CCCN2CCOCC2)C(c2ccc(F)cc2)/C1=C(\O)c1ccc2c(c1)OCCO2 (centres undefined)	?	-10%	-14%	1%	9	11%	25
Cc1ccccc1CNC(=O)Nc1cccs1	-17%	14%	-4%	-19%	51*	84%[activator]	66*
CN1C(=O)N(C)C2(C)CC1(C)N(C)C(=O)N2C	86%[activator]	-6%	2%	-6%	-2	0%	16
O=C(N/N=C/c1ccccc1)c1ccc(OCc2ccccc2)cc1	-22%	-2%	-8%	4%	4	20%	2
COc1ccc(N(C(=O)c2ccco2)S(=O)(=O)c2ccc(F)cc2)cc1	-11%	-14%	3%	-2%	-1	-17%	-6
COC(=O)NNC(=O)C1CCC(C)CC1 (centres undefined)	29%	8%	0%	2%&3%	-5	-1%	-15
CCOC(=O)c1c(N)c2cc([N+](=O)[O-])cnc2n1C	0%	-20%	4%	3%	-3	54%[activator]	-3
COc1cc(OC)cc(C(=O)NNC(=S)Nc2ccccc2OC)c1	26%	-9%	6%	6%	6	23%	7
CCOC(=O)Cn1ncc2c3ccccc3n(CC(=O)OCC)c2c1=O	0%	-16%	5%	2%	11	.	-9
Cc1ccc(Cl)cc1-n1c(=O)cc(N2CC(C)OC(C)C2)[nH]c1=O (centres undefined)	27%	-4%	3%	-16%	-1	?	-3
COC(=O)C1=NN(c2ccc(OC)cc2)C2C(=O)N(c3ccccc3OC)C(=O)C12 (centres undefined)	-1%	5%	-4%	-2%	-2	41%[activator]	10
CCN(CC)C(=O)COCc1cc(-c2ccc3c(c2)OCO3)on1	-25%	-8%	-1%	2%	21*	33%[activator]	42
COc1ccccc1Oc1cn[nH]c1-c1ccc(O)cc1O	?	86%[activator]	8%	3%	1	?	-16
O=C(Cn1nc(C(=O)O)c2ccccc2c1=O)Nc1ccc2c(c1)OCO2	13%	0%	2%	0%	-1	-3%	14
O=C(/C=C/c1ccc(Br)cc1)c1ccc(NC2=NCCCS2)cc1	?	-28%	-4%	3%	11	?	7
CCOc1ccc(Cl)cc1S(=O)(=O)N1CCCC1	.	-1%	1%	3%	-4	?	-17
Cc1c(Cc2ccccc2)c(=O)oc2c(O)c(O)ccc12	21%	0%	0%	-13%	10	?	-10
CCCC(C)C(=O)Nc1nc(C)c(-c2csc(Nc3ccc(Cl)cc3)n2)s1 (centres undefined)	?	16%	-1%	-1%	1	?	7
Cc1nc2ccccc2c(=O)n1/N=C/c1ccc(O)c(O)c1O	23%	?	3%	-26%	-3	0%	-7

Three compounds picked at random from the list so far, as already listed:
SMILES	Pf growth 96h	AMA1 RON2 block	LmPK inh	Tb PYK inh	CHX counter	Pf growth 48h	Shiga toxin inh
COCCN(C(=O)CCC(=O)Nc1cc(C)on1)C(C(=O)NC1CCCC1)c1ccccc1F (centres undefined)	-4%	34%[activator]	5%	2%	-2	0%	-8
Cc1c(Cc2ccccc2)c(=O)oc2c(O)c(O)ccc12	21%	0%	0%	-13%	10	?	-10
O=C(Nc1ccc(S(=O)(=O)Nc2cnc3ccccc3n2)cc1)c1ccccc1Br	31%[activator]	3%	10%	3%	-4	11%	-7

Carrying on:
SMILES	Pf growth 96h	AMA1 RON2 block	LmPK inh	Tb PYK inh	CHX counter	Pf growth 48h	Shiga toxin inh
O=C(Nc1ccccn1)c1ccc(NC(=O)c2ccco2)cc1	?	20%	-24%	-11%	40*	204%[activator]	71*
CN(Cc1cnccn1)C(=O)C1CCC(=O)N(CCc2ccccc2)C1 (centres undefined)	?	-1%	4%	2%	-3	-7%	-5
COc1ccc(N(CC(=O)NN=C2CCCC2)S(=O)(=O)c2ccccc2)cc1Cl	?	57%[activator]	1%	-3%	-3	7%	2
COc1ccc(/C=C2\SC(N3CCCCC3)=NC2=O)cc1OC	20%	4%	-2%	3%	9	.	34
O=C(Nn1cnnc1)c1ccc(Cl)cc1	8%	-5%	-11%	1%	2	12%	-1
Cc1ccc(Cl)c(OCC(=O)Nc2sc(C)c(C)c2C#N)c1	?	-18%	2%	-7%	1	9%	13
CC(C)c1ccc(NC(=O)CNS(=O)(=O)c2ccc(F)cc2)cc1	26%	2%	-3%	2%	11	?	6
O=C(NC1CCN(Cc2ccccc2)CC1)c1cc(-c2ccccn2)nc2ccccc12	?	9%	1%	-6%	-4	?	3
CC(SC1CCCC1)C(=O)Nc1ccnn1C(C)C (centres undefined)	25%	-3%	1%	-5%	-2	-15%	6
COc1ccc(S(=O)(=O)N2c3ccccc3NC(=O)CC2C)cc1 (centres undefined)	68%[activator]	-8%	-10%	-8%	-4	12%	17
Cc1nn(C(C)(C)C)c(NC(=O)c2ccc(Cl)cc2Cl)c1Br	-28%	10%	7%	0%	2	-37%	16
CCCNC(=O)Cn1c(=O)n(CC(=O)N2CCCCC2)c(=O)c2sccc21	-18%	-2%	10%	1%	-2	-14%	2
O=C1CSc2nc3ccccc3n21	-7%	-1%	0%	-11%	21*	35%[activator]	19
NC1(N)OC(CN2C(=O)c3ccccc3C2=O)CS1 (centres undefined)	36%[activator]	23%	4%	-12%	-4	21%	-23
CCn1c(SCC(=O)Nc2ncc(C(F)(F)F)cc2Cl)nnc1-c1cccc(C)c1	-10%	15%	2%	-10%	-9	11%	-13
COc1ccnc(Oc2ccc3ccccc3c2)c1C#N	33%[activator]	-6%	0%	-3%	61*	38%[activator]	60*
CC(=O)SC[C@@H](Cc1ccccc1)C(=O)NCC(=O)OCc1ccccc1	-16%[12.8 µM]	.	.	-6%[33.2 µM]	.	-10%[12.8 µM]	.
CC1(C)Cc2c(C#N)c(N)sc(=S)c2CO1	8%	-5%	4%	-10%	-2	8%	-3
